From PubChem BioAssay
GoLoco inh red – qHTS Assay for Inhibitors of RGS12 GoLoco Motif Activity (Red Fluorophore). Guanine nucleotide-binding protein G(i) subunit alpha-1 (Homo sapiens), P63096. Gai1:RGS12 GoLoco peptide FP, rhodamine, 10 min. Potency, µM (top dose mostly 61.6 µM), inactives show top-dose activity, negative = inhibition, most hits filed as inhibitors. actives 0.44% (n = 230,000). AID 880, 2007; active = well fitted inhibition curve with a large enough effect, not every such curve was filed as active; inactive = no such curve, though single readings can be large or run the other way; also: % is scaled to controls: 0 for no effect and ±100 for the full control effect; nearly all actives have a fitted effect of over 30% in size; many of its hits are not listed in these tables
Target sequence (P63096 whole entry, looked up): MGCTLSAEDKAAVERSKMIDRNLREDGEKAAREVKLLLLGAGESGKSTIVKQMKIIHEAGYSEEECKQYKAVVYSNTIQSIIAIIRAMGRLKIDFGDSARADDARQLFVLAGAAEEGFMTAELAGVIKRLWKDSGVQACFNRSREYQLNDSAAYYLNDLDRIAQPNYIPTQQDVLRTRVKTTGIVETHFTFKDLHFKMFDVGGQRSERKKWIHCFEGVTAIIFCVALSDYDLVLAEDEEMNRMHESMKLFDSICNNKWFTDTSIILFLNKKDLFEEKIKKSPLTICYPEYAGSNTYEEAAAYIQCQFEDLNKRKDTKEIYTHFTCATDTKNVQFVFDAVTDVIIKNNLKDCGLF
GAA spleen mod – qHTS Assay for Inhibitors and Activators of Human alpha-Glucosidase From Spleen Homogenate | human spleen homogenate, 4-MU-alpha-glucoside fluorescence | actives 0.006% (n = 240,000) | Lysosomal alpha-glucosidase (Homo sapiens), P10253 | Potency, µM (doses to about 79.9 µM), without a hit: at the highest dose activity change, negative = inhibition, usual class: inhibitors;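 also: 0% = enzyme with vehicle and -100% = no enzyme basal signal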
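Compounds were titrated against alpha-glucosidase in spleen homogenate at pH 5.0, with 1 mM 4-methylumbelliferyl substrate for 40 min at 37 C. Reactions were quenched with pH 10 NaOH/glycine and fluorescence measured.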
ALDH1A1 inh – qHTS Assay for Inhibitors of Aldehyde Dehydrogenase 1 (ALDH1A1); Aldehyde dehydrogenase 1A1 (Homo sapiens), P00352; Purified ALDH1A1, NADH fluorescence, propionaldehyde substrate; Potency, µM (titrated, usually from 75.3 µM), without a hit: top-dose activity, negative = inhibition, hits mostly inhibitors; actives 7.3% (n = 220,000); AID 1030, 2008; active = well fitted inhibition curve with a large enough effect, not every such curve was filed as active; inconclusive = small, poorly fitted or top-dose-only effect, or another doubt; inactive = no such curve, though single readings can be large or run the other way;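 also: plate controls were no enzyme wells and a reference inhibitor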
JMJD2E inh – qHTS Assay for Inhibitors of Human Jumonji Domain Containing 2E (JMJD2E); Lysine-specific demethylase 4E (Homo sapiens), B2RXH2; JMJD2E catalytic domain, FDH-coupled NADH fluorescence (FDH is formaldehyde dehydrogenase); Potency, µM (doses to about 57.1 µM), inactives show at the top dose activity change, negative = inhibition, hits mostly inhibitors; actives 1.6% (n = 230,000); active = well fitted inhibition curve with a large enough effect, not every such curve was filed as active; inconclusive = small, poorly fitted or top-dose-only effect, or another doubt; inactive = no such curve, though single readings can be large or run the other way;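 also: 0% = wells with enzyme and -100% = buffer wells without enzyme; nearly all actives have a fitted effect of over 50% in size; many of its hits are not listed in these tables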
Target sequence (B2RXH2 1-337 limits assumed): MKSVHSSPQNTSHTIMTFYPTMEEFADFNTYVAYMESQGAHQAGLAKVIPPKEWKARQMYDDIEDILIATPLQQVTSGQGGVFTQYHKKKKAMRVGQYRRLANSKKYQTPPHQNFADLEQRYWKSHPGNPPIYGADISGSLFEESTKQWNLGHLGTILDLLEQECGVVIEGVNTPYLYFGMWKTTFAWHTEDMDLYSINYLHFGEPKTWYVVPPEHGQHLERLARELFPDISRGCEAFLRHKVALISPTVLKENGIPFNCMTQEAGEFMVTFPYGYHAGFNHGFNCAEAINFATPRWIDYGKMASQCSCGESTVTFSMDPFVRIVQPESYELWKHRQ
GAA inhib – qHTS Assay for Inhibitors of Human alpha-Glucosidase as a Potential Chaperone Treatment of Pompe Disease | purified human GAA, 4-MU-alpha-glucoside fluorescence | Potency, µM (doses to about 76.9 µM), without a hit: top-dose activity change, negative = inhibition, hits mostly inhibitors | actives 0.005% (n = 200,000) | AID 1466, 2008;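 also: plate controls were uninhibited enzyme wells for no effect and no-enzyme background for full effect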
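Compounds are titrated up to 77 uM against 4 nM human enzyme. Substrate 4-methylumbelliferyl-alpha-D-pyranoside (400 uM) reacts 20 min at room temperature in pH 5.0 buffer; liberated 4-methylumbelliferone is read at 440 nm.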
GAA glycogen mod – qHTS Assay for Inhibitors and Activators of Human alpha-Glucosidase Cleavage of Glycogen | Potency, µM (series often up to 76.4 µM), without a hit: top-dose activity change, negative = inhibition, actives largely listed as inhibitors | actives 0.38% (n = 300,000) | AID 2100, 2009 | recombinant GAA, glycogen substrate, Amplex Red glucose oxidase fluorescence;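 also: 0% = full enzyme reaction and -100% = no-enzyme basal signal; the screen sought inhibitors and activators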
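Recombinant human alpha-glucosidase (4 nM final) hydrolysed bovine liver glycogen (30 ug) for 40 min at 37 C in pH 5.0 citrate/phosphate with 0.01% Tween-20. Released glucose detected by glucose oxidase/Amplex Red, Ex 573/Em 610 nm. Compounds up to 77 uM; AC50 from Hill fits.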
SMN2 splice up – qHTS Assay for Enhancers of SMN2 Splice Variant Expression | Potency, µM (top dose mostly 46.1 µM), without a hit: at the top dose activity change, positive = activation, usual class: activators | HEK293 SMN2-luciferase splicing reporter, luminescence, 30-36 h | actives 2.8% (n = 210,000) | AID 1458, 2008; also: % of control where 0% means no effect; nearly all actives have a fitted effect of over 55% in size
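HEK293 cells carry an SMN2 minigene-luciferase reporter in which exon 7 inclusion puts luciferase in frame. Cells were seeded at 2000 cells/well, attached for 10-12 hours, then exposed to compounds for 30-36 hours at 37C before ONE-Glo luminescence.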
GLA spleen mod – qHTS Assay for Inhibitors and Activators of Human alpha-Galactosidase From Spleen Homogenate | Potency, µM (titrated, usually from 80 µM), without a hit: at the highest dose activity change, negative = inhibition, actives largely listed as inhibitors | human spleen homogenate, 4MU-alpha-Gal fluorescence, 40 min | actives 0.008% (n = 240,000);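 also: 0% = enzyme with vehicle and -100% = no enzyme basal signal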
Target sequence (P06280 32-429 limits assumed): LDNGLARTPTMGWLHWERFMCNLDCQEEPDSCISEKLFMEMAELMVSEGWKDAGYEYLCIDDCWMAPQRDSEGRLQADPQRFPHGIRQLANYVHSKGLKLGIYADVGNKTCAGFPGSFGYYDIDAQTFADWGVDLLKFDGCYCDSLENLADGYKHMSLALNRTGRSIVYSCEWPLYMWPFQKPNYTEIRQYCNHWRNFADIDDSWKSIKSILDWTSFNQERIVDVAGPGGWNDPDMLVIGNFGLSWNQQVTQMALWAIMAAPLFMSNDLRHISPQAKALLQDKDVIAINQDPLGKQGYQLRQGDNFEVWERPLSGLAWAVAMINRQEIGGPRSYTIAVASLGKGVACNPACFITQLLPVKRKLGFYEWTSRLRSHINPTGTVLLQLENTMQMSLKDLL
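Human spleen homogenate (1 ug) was the enzyme source, with 4-methylumbelliferyl-alpha-D-galactopyranoside (1 mM final) in pH 5.0 citrate buffer with 0.01% Tween-20. Compounds were titrated; after 40 min at 37C, NaOH/glycine stop, 4-MU fluorescence read; AC50 from Hill fits.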
Starred values were filed as active, the others as inactive; ? = inconclusive; · = no result given; & = joins results of further samples; [ ] = remark or other dose. Unless noted, calls follow the shape of the dose curve; as a rule, active = well fitted curve in the direction sought with a large enough effect; inconclusive = small, poorly fitted or top-dose-only effect, or another doubt; inactive = no such curve, though single readings can be large; an effect the other way counts as inactive or inconclusive. Potency is read from the fitted curve at half-maximal effect. Some of the compounds tested, so the mix of outcomes need not match the whole.

SMILES	GoLoco inh red	GAA spleen mod	ALDH1A1 inh	JMJD2E inh	GAA inhib	GAA glycogen mod	SMN2 splice up	GLA spleen mod
Cc1cccc(N2CCN(Cc3nc(-c4ccc(F)cc4F)oc3C)CC2)n1	-6.1%	-2.5%	?	?	-5.4%	14.7%	·	-3.0%
O=C1CCN(C(=O)c2cccs2)c2ccccc21	10.5%	3.0%	-8.8%	10.2%	-5.5%	-7.9%	-14.2%	7.6%
COc1ccc(CC(=O)Nc2ccc(S(=O)(=O)Nc3ncccn3)cc2)cc1	-33.0%	-3.8%	-5.5%	-24.2%	-2.4%	0.4%	18.1%	-3.5%
Cc1cc(C)cc(NC(=S)N2CCN(c3ncccn3)CC2)c1	·	-1.1%	-4.2%	7.8%	-4.3%	13.2%	·	-0.4%
O=C(CN1CCCc2ccccc21)Nc1ccc(F)cc1[N+](=O)[O-]	7.4%	·	14.8%	-4.3%	-8.5%	1.6%	-6.4%	-6.6%
Cc1sc2nc(SCC(=O)OC(C)C)n(C)c(=O)c2c1C	8.9%	-3.8%	?	1.9%	?	-14.4%	-8.8%	3.4%
O=C(OCCN1C(=O)c2ccccc2C1=O)c1cnccn1	-5.1%	7.7%	8.2%	-2.3%	2.5%	1.7%	-6.8%	19.9%
CCn1nnnc1SCC(=O)Nc1ccc2c(c1)OCCO2	-1.9%	-16.9%	?	1.0%	1.5%	0.4%	11.2µM*	-4.2%
Cc1cccc(NC(=O)CSc2nnc([C@@H]3CCCN3C(=O)OC(C)(C)C)o2)c1C	7.6%	-4.1%	3.55µM*	5.7%	-4.2%	4.8%	-15.1%	-0.8%
CCOC(=O)c1c(NC(=O)Cn2ccsc2=N)sc(C)c1C	-39.2%	2.4%	2.6%	-14.3%	0.4%	-2.3%	0.6%	1.1%
CCOC(=O)N1CCN(C(=O)c2ccc(CN(c3ccc(C)c(C)c3)S(C)(=O)=O)cc2)CC1	-12.7%	-6.7%	8.5%	5.5%	-1.0%[15.4 µM]	9.4%	-36.7%[inhibitor]	-6.8%
C=Cn1c(C(=O)O)cc(CC)c1-c1ccccc1	18.7%	-5.4%	10.4%	2.6%	-1.0%	-7.4%	5.5%	2.7%
CCCCc1nc2c(c3c1C[C@H](C)OC3)CN(C(=O)c1cccnc1)CC2	-2.0%[14.2 µM]	4.1%[17.4 µM]	6.4%[13.5 µM]	8.2%[11.4 µM]	·	·	-5.7%[9.22 µM]	-8.6%[17.5 µM]
O=C(COC(=O)Cn1cnc2ccccc2c1=O)NCC12CC3CC(CC(C3)C1)C2	7.5%	0.5%	?	-0.1%	?	6.3%	?	-1.9%
CCOC(=O)c1sc2nc(C)n(N)c(=O)c2c1C	7.0%	6.4%	7.6%	8.3%	-5.5%	-0.2%	1.8%	8.3%
CSc1nc2ccccc2n1CC(=O)N1CCCCC1	5.6%	4.5%	-14.0%	0.8%	6.4%	-7.3%	-2.7%	0.0%
CC(=O)N(C)c1nnc(-c2cnccn2)s1	2.7%	-9.2%	?	?	2.4%	-3.2%	29.5%	-3.7%
Cc1cccc(-c2nnc(SCCC(=O)N3CCOCC3)o2)c1	14.7%	-3.7%	-13.8%	1.2%	2.5%	-4.5%	-1.9%	6.4%
Nc1ccc(C(=O)OCC(=O)NC2CC2)cc1[N+](=O)[O-]	3.3%	-2.6%	12.9%	11.4%	-6.5%	-2.2%	12.4%	2.4%
CC(C)c1ccccc1NC(=S)NCCCn1ccnc1	10.3%	2.8%	6.5%	11.9%	-5.9%	-10.6%	25.8%	-16.0%
C/C(=N\NC(=O)c1cc(C2CC2)nc2ccccc12)c1ccc(C)s1	1.3%	-5.5%	?	6.5%	-6.0%	15.6%	10.3%	-8.1%
COc1cc(Cl)c(S(=O)(=O)NCCN2CCOCC2)cc1Cl	-6.5%	-2.6%	?	-1.6%	-9.5%	5.4%	13.8%	-2.7%
CSc1ccccc1C(=O)Nc1cccc(C)c1	-1.9%	2.7%	-12.7%	3.7%	-1.5%	-1.1%	-12.2%	2.4%
CC(C)CN1CCC(CNC(=O)CCc2nnc(Cc3c[nH]c4ccccc34)o2)CC1	15.2%	0.9%	-3.4%	12.3%	5.8%	1.9%	·	2.3%
Cc1ccc(-c2csc3ncnc(SCC(=O)c4ccc5c(c4)OCCO5)c23)cc1	-11.0%	-18.8%	0.5%	-0.3%	-4.0%	-7.7%	-14.0%	-17.7%
CC(=O)Nc1nonc1NC(=O)CSc1nc2ccccc2o1	8.2%	0.8%	-11.4%	7.8%	-1.1%	-8.5%	0.7%	0.1%
Cc1ccc(N=Cc2c(O)cc(C)oc2=O)c(C)c1	84.7%[activator]	10.3%	-3.6%	-1.0%	4.8%	0.6%	7.1%	8.0%
O=C(Nc1ccc(O)c(C(=O)O)c1)Oc1ccccc1	-1.7%	8.0%	?	?	-10.7%	2.1%	·	10.3%
CC(C)NC(=O)CN1CCN(Cc2nc(C(c3ccccc3)c3ccccc3)no2)CC1	25.3%	2.6%	-7.2%	-8.1%	1.7%	15.0%	·	-5.2%
COc1cc(Cl)ccc1NC(=S)N(CCCN1CCOCC1)Cc1cn(C)c2ccccc12	-4.2%	-10.7%	?	-1.5%	4.9%	-7.9%	-28.2%	-2.1%

Part of the list above, in markdown:
| SMILES | GoLoco inh red | GAA spleen mod | ALDH1A1 inh | JMJD2E inh | GAA inhib | GAA glycogen mod | SMN2 splice up | GLA spleen mod |
| --- | --- | --- | --- | --- | --- | --- | --- | --- |
| O=C(Nc1ccc(O)c(C(=O)O)c1)Oc1ccccc1 | -1.7% | 8.0% | ? | ? | -10.7% | 2.1% | · | 10.3% |
| CC(C)NC(=O)CN1CCN(Cc2nc(C(c3ccccc3)c3ccccc3)no2)CC1 | 25.3% | 2.6% | -7.2% | -8.1% | 1.7% | 15.0% | · | -5.2% |
| COc1cc(Cl)ccc1NC(=S)N(CCCN1CCOCC1)Cc1cn(C)c2ccccc12 | -4.2% | -10.7% | ? | -1.5% | 4.9% | -7.9% | -28.2% | -2.1% |

Further structures follow.
SMILES	GoLoco inh red	GAA spleen mod	ALDH1A1 inh	JMJD2E inh	GAA inhib	GAA glycogen mod	SMN2 splice up	GLA spleen mod
COc1ccc(CNC(=O)CCc2c(C)nc3cc(-c4ccccc4OC)nn3c2C)cc1	6.8%	-4.8%	·	?	·	-10.1%	·	9.7%
Cc1nc(C(=O)N2CCc3c([nH]c4ccccc34)C2c2cc(F)ccc2F)cs1 (configuration not stated)	-17.2%	-9.3%	?	-6.7%	-2.9%	-15.3%	·	-0.7%
O=C(c1cc2sccc2n1Cc1ccccc1)N1CCN(c2nc3ccccc3s2)CC1	2.5%	-25.0%	?	-6.0%	-3.0%	-3.5%	-59.5%[inhibitor]	7.4%
CCOC(=O)c1oc2cc(OCC(N)=O)ccc2c(=O)c1-c1ccc(OC)c(OC)c1	-2.6%&-20.1%	-3.3%&-12.6%	-1.6%	-5.8%&6.5%	9.9%	0.3%&0.3%	6.4%	2.7%&3.0%
C=CCNC(=S)NNC(=O)c1ccccc1	7.3%	-2.4%	-3.0%	8.2%	-7.1%	-29.7%	-3.6%	2.9%
O=C(NCCc1ccc(Cl)cc1)C1CCN(S(=O)(=O)N2CCC3(CC2)OCCO3)CC1	7.4%	0.5%	-3.7%	-1.4%	-20.1%	5.8%	-6.0%	10.4%
CC(C)(O)C#Cc1ccc(CN2CCN(C3CCCCC3)C(CCO)C2)cc1 (configuration not stated)	11.3%	-1.1%	5.9%	5.9%	-5.7%	15.1%	·	2.0%
Cn1c(Cc2ccccc2)nnc1SCC(=O)Nc1cccc(S(=O)(=O)NC2=NCCCCC2)c1	10.8%	-7.7%	-2.5%	-1.9%	5.8%	-5.7%	7.2%	4.3%
Nc1n[nH]c(CO)n1	7.8%	3.0%	5.8%	-0.2%	-11.3%	3.6%	·	-19.6%
COc1cc2c(cc1OC)CN(C(=S)NC(=O)c1ccccc1)CC2	6.5%	6.5%	-3.5%	-26.4%	11.6%	-5.4%	·	6.5%
CCCCN(CCCC)C1=Nc2ccccc2N/C1=C(/C#N)C(=O)OCC	11.1%	-5.0%	10.3%	-12.3%	0.6%	-10.3%	-28.8%	-4.4%
COc1ccccc1CCNS(=O)(=O)c1c(C)n(C)c(=O)n(C)c1=O	8.4%	-4.2%	1.4%	-4.2%	-13.4%	4.8%	7.2%	-6.8%
CC1=NN(C(C#N)c2ccccc2)C(C)(C)C1 (configuration not stated)	2.8%	-1.9%	0.8%	-36.6%	4.6%	0.5%	·	-12.0%
O=C(NCc1nc(-c2ccccc2)cs1)c1ccccc1	-0.5%	-1.7%	-3.9%	8.2%	-5.7%	7.4%	·	0.2%
CSc1nc(C)cc(Oc2ccc(=O)[nH]n2)n1	-2.9%	-2.4%	?	?	-0.9%	10.1%	0.9%	-0.1%
COc1ccc(NCc2nnc(SCC(=O)NNC(=O)c3ccc(C)cc3)n2C)cc1	2.0%	1.4%	-7.4%	-7.6%	3.4%	-21.5%	11.7%	1.9%
O=C(CSc1nc2c(cnn2-c2ccc(F)cc2)c(=O)[nH]1)N1CCOCC1	·	-4.4%	3.9%	16.4%	-4.3%	-20.3%	·	-0.5%
CN(C)S(=O)(=O)c1cccc(NC(=O)COC(=O)c2cc(-c3cccc(Br)c3)nc3ccccc23)c1	-7.7%	-3.2%	-13.2%	?	-3.1%	-1.4%	?	-0.7%
Cn1nc(CC(=O)Nc2ccc(N3CCN(C(=O)OC(C)(C)C)CC3)cc2)c2ccccc2c1=O	-6.7%	-7.5%	2.2%	-5.6%	0.8%	-6.3%	-107.5%[inhibitor]	-4.3%
O=C(Cc1cccc2ccccc12)NN1C(=O)CSC1=S	58.9%[activator]	-6.8%	?	-3.6%	7.4%	?	8.7%	3.3%
